KDM5B inh: blocks human KDM5B histone demethylase activity; 220,000 tested, 2.6% active; Q9UGL1; Potency, µM (titrated, usually from 57.7 µM), without a hit: at the highest dose activity change, negative = inhibition, hits mostly inhibitors; AID 1347165; KDM5B demethylase, FDH-coupled NADH fluorescence (FDH is formaldehyde dehydrogenase); active means well fitted inhibition curve with a large enough effect; inconclusive means small, poorly fitted or top-dose-only effect; inactive means no such curve, though single readings can be large or run the other way; further: 0% is about no effect; nearly all actives have a fitted effect of over 70% in size
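KDM5BΔAP (200 nM final) in 50 mM HEPES pH 7.5, 0.01% Tween-20 was preincubated 10 min at RT with compound over a concentration range. Substrate mix (H3K4me3 12.5 µM, α-KG 25 µM, Fe²⁺, ascorbate, NAD⁺, FDH) was added, and NADH fluorescence change over 30 min gave dose-response curves.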
Active calls of the source: *; ? = inconclusive; & = joins results of further samples; [ ] = remark or other dose. Potency means the concentration at half of the fitted maximal effect. Not all compounds are listed; count on the stated rates, not on these rows.

The opening three compounds, to show the layout:
KDM5B inh | molecule
-16% | O=C(COc1cccc(F)c1)c1ccc2c(c1)N(CC(=O)N1CCOCC1)C(=O)CO2
18% | COC(=O)C(C)Oc1c(Br)cc(C=O)cc1OC (stereo not given)
-4% | Cc1c(NC(=S)NNC(=O)CCC(=O)O)c(=O)n(-c2ccccc2)n1C

All compounds of this part, previewed entries included:
KDM5B inh | molecule
-16% | O=C(COc1cccc(F)c1)c1ccc2c(c1)N(CC(=O)N1CCOCC1)C(=O)CO2
18% | COC(=O)C(C)Oc1c(Br)cc(C=O)cc1OC (stereo not given)
-4% | Cc1c(NC(=S)NNC(=O)CCC(=O)O)c(=O)n(-c2ccccc2)n1C
-15% | CCn1c(C)c(/C=C/c2cc[n+](C)cc2)c2ccccc21
? | O=C(C1CC1)N1CCC2(CC1)SCC(=O)N2c1ccc(Cl)cc1
? | Cc1c(C(=O)Nc2ccc(C(C)C)cc2)sc2nc3n(c(=O)c12)CCC3
? | Cc1c(Cl)cccc1NC(=O)CCn1ccn2nc3c(c2c1=O)CCCC3
-26% | Fc1ccccc1-n1ncc2c1ncn1nc(Cc3ccccc3)nc21
? | O=C(COc1ccc2ccccc2c1)NC1CC(=O)N(c2ccccc2)C1 (stereo not given)
-13% | NS(=O)(=O)c1ccc(N/N=C/c2c(F)cccc2Cl)c([N+](=O)[O-])c1
15% | COCCCN1CC2(CCN(CC(=O)N3CCNCC3)CC2)CC1=O
-4% | C[C@@H]1CN(C(=O)Cc2cc3c(cc2Cl)OCCO3)C[C@@]1(O)C1CCC1
? | COc1ccc2c(c1)c1c(c(=O)n(Cc3ccccc3)c(=O)n1CC(=O)Nc1ccccc1F)n2C
13% | CNC(=O)c1ccc(CN(C(=O)c2ccc(C(C)=O)s2)C2CC2)cc1
12% | C=CCNC(=S)NNC(=O)c1cccc(C)c1
21% | Oc1ccc(Cl)cc1C=NCc1ccc(F)cc1Cl
-18% | CCN(C(=O)CCc1nc(-c2ccc(C)cc2)no1)c1cc(C)ccc1C
1% | COC[C@@H]1[C@H](C(=O)N2CCN(c3ccccc3F)CC2)CCC(=O)N1C
4% | CC12CC(C)(C)C(C#N)(C(N)=C1C#N)C(=C(C#N)C#N)N2 (stereo not given)
3% | CN1CC(=O)N2CCN(Cc3nn(C)c4cccc(Cl)c34)CC2C1=O (stereo not given)
22µM* | CNC(=O)[C@@H]1CN(S(=O)(=O)c2ccc(F)c(C)c2)C[C@H]1C1CCN(C)CC1
? | Cc1ccc(N2CCN(S(=O)(=O)c3cccc4ccccc34)CC2)cc1Cl
-32% | COc1cc(-c2nc(-c3nonc3N)no2)cc(OC)c1OC
25µM* | Cc1cn2nc(C(=O)NCc3cccc(Cl)c3)cc2c(N2CCCC2)n1
7% | COc1ccccc1NC(=O)CSc1nc(-c2ccc(C)cc2)nc2c1Cc1c(CO)cnc(C)c1O2
9% | Cc1ccc(F)cc1NC(=O)c1cnc2ccccc2n1
-27% | COc1ccc(S(=O)(=O)N(CC(=O)NCCSc2ccc(C)cc2)c2ccc(C)cc2)cc1
? | COc1ccc(NC(=O)Cc2c(C)c3ccc(O)cc3oc2=O)cc1OC
8% | O=C1CN(C(=O)Cn2c(=O)c3c(ncn3Cc3ccccc3)n(Cc3ccccc3)c2=O)CCN1
11% | O=C(Cc1ccsc1)Nc1ccc(Br)cc1F

Additional results follow:
KDM5B inh | molecule
-25% | Cc1ccc(CNC(=O)CCCn2c(=O)c3ccccc3n(Cc3ccccc3Cl)c2=O)cc1
-11% | COc1ccc(C(=O)/C=C/c2ccc(F)cc2)c(OC(=O)c2ccccc2Br)c1
-2% | O=C(NC1CCCc2ccccc21)C1CC2CCCC(C1)C2=O (stereo not given)
19% | COC(=O)c1ccc(CNC(=O)c2ccccc2-c2ccccc2)cc1
16% | CC(C)NC(=O)c1ccccc1OCc1ccc(Cl)cc1
? | COc1ccc(-c2nc(Cc3ccccc3Cl)no2)cc1OC
0% | COCC(=O)N[C@@H]1CN(Cc2ccc(C)c(C)c2)C[C@H]1CO
-16%&-35%[86.2 µM] | Cc1ncc2n1C(=O)N(C1CCN(Cc3ccc(F)cc3)CC1)C2
-14% | COCCNC(=O)[C@H]1C[C@H](Oc2cccnc2)CN1C(=O)c1cccc(OC)c1
16% | CC(=O)N1CCCCCC1c1nc(-c2cccnc2)no1 (stereo not given)
20% | Cc1ccc(OCC(O)Cn2nc(-c3cccs3)oc2=O)c(C)c1 (stereo not given)
? | COCCCNC(=O)c1ccc(Cn2c(SCc3ccc(F)cc3)nc3cccnc32)cc1
? | CCCS(=O)(=O)N[C@H]1C[C@@H](c2nc(-c3ccc(OC)cc3)no2)N(C)C1
18% | COc1ccc(S(=O)(=O)N2CCC(c3nc4ccccc4[nH]3)CC2)cc1
-17%[86.2 µM] | COc1cccc(-c2ccc3c(n2)CN(Cc2ccc(F)cc2)C(=O)CO3)c1
-18% | O=C(c1c(F)cccc1F)N(Cc1ccc2[nH]ccc2c1)C1CC1
-15% | Cc1cc2nc(C)n(CCOc3ccccc3)c2cc1C
-28% | Cc1ccc(-n2nc(C(=O)N3CCN(c4ccccc4)CC3)c(=O)n(C)c2=O)cc1
-9%[115 µM] | Cc1ccc(C(=O)N2CCCC3(C2)C(=NC2CCCCC2)NC(=O)N3c2cccnc2)cc1 (stereo not given)
21% | CCC1(C2CCN(C(=O)CCCc3ccccc3)CC2)NC(=O)N(CCc2scnc2C)C1=O (stereo not given)
-2% | O=[N+]([O-])c1ccc2nn(Cc3ccccc3)cc2c1
25% | CN(CC1CCOCC1)C(=O)Nc1ccc(C(F)(F)F)cc1
-12% | CCOCCCNC(=O)N1Cc2ccccc2OC2(CCN(C)CC2)C1
-14% | Cc1ccc2c(CN3CCC(C)CC3)cc(=O)oc2c1
-24% | CS(=O)(=O)N1CCCC(C(=O)NCC2CCN(Cc3ccc(F)cc3)CC2)CCNC(=O)CC1 (stereo not given)
14% | CC1(C)CC(=O)C2=C(C1)N(Cc1ccccc1)C(CCC1CCCCC1)=NC2(C(F)(F)F)C(F)(F)F
16% | CCOc1ccc(S(=O)(=O)N2CCC(C(=O)N3CCN(C)CC3)CC2)cc1Cl
? | CCc1ncc(CN2CCCC23CCN(c2ccc(C(F)(F)F)cn2)CC3)cn1
-8% | CCC(C)NC(=O)c1cn(CC)c2ccc(S(=O)(=O)N3CCCCC3)cc2c1=O (stereo not given)
-21% | CCOc1c(C(=O)OC)sc2ccc(NC(=O)c3ccccc3F)cc12

Next entries:
KDM5B inh | molecule
-19% | COc1cccc(CNC(C)C)c1OCc1ccccc1
10% | NC(=O)COc1cccc(C(=O)N2C[C@H](CO)C[C@H](CN3CCCC3)C2)c1
? | Nc1nnc(N)c2c1no[n+]2[O-]
-10% | O=C1COc2ccccc2N1Cc1c(F)cccc1Cl
-17% | NC(=O)c1ccc(-c2nc(CSc3ccc4c(c3)OCCCO4)cs2)cc1
15% | Cc1cc(NC(=O)N(Cc2ccco2)C2CCCC2)no1
? | CCCCOc1ccc(/C=C(/C#N)c2nc3ccccc3[nH]2)cc1
-6% | Cc1ccc(C)c(Cn2c(=O)n(CCCCC(=O)NCc3ccc4c(c3)OCO4)c(=O)c3ccccc32)c1
-24% | COc1ccc(CC(=O)Nc2nc3c(s2)CCCC3)cc1
10% | O=C(O)CNS(=O)(=O)c1ccc(Oc2ccccc2Cl)cc1
2% | CCOC(=O)c1c(C)[nH]c(C(=O)C(C)N(C)Cc2ccc(OC)c(F)c2)c1C (stereo not given)
4% | COc1ccc(C(=O)N2CCC(Cc3nc(-c4ccccc4)no3)CC2)cc1F
11% | N=C(N)c1cccc(C(F)(F)F)c1
9% | CC(C)c1ccc(CNC(C)c2ccc(S(C)(=O)=O)cc2)cc1 (stereo not given)
18% | CCOc1ccc(-c2nnc3ccc(SCC(=O)N4CCN(c5ccccc5)CC4)nn23)cc1
-9% | O=C1CCCc2cc(S(=O)(=O)NCC3CCC(C(=O)NCCc4ccccc4)CC3)ccc2N1 (stereo not given)
7% | Cc1ccccc1NC(=O)COc1ncnc2ccc(Br)cc12
-9% | COCCCNC(=O)CCC(=O)N1Cc2cccc(OC)c2Oc2ncccc21
-34% | Cc1ccc(-c2nccn3cc(C(=O)N4CCN(c5ccccn5)CC4)nc23)cc1
-17% | COC[C@@H]1[C@H](NC(=O)CCc2nc3ccc(F)cc3[nH]2)[C@@H]2CCO[C@H]12
-24% | O=C(Nc1ccc(F)c(Cl)c1)N1CCC(CN2CCc3ccccc3C2)CC1
5% | O=C(c1ccc2c(c1)N(Cc1ccccc1F)C(=O)c1ccccc1S2=O)N1CCCCC1 (stereo not given)
3% | Cc1ccc(NC(=O)Cn2c(N3CCCCC3)nc(C)c(C)c2=O)c(Cl)c1
? | Cc1nnc(N2CCCC(C(=O)NCc3ccccc3F)C2)c2nn(-c3ccc(Cl)cc3)c(C)c12 (stereo not given)
? | O=C(NCCO)c1cc2c([nH]c3ccccc32)c(-c2ccc(F)cc2)n1
? | COc1ccc(Cl)cc1-c1ccc2c(c1)C(=O)N1CCN(C(=O)C3CC3)C[C@@H]1C(=O)N2
? | COCCN1CC(CO)C2(CCN(Cc3cnn(C(C)C)c3)CC2)C1 (stereo not given)
-23% | O=C(Nc1ccc2c(c1)CN(Cc1ccccc1F)C(=O)CO2)c1ccccc1F
-6% | Cc1cccc(-c2nc(CSc3n[nH]c(N)n3)no2)c1
-13% | O=C(Cc1csc2nc(-c3ccccc3)cn12)NCc1ccc(F)cc1

A second format for 4 compounds above:
| Structure | KDM5B inh |
| --- | --- |
| COCCN1CC(CO)C2(CCN(Cc3cnn(C(C)C)c3)CC2)C1 (stereo not given) | ? |
| O=C(c1ccc2c(c1)N(Cc1ccccc1F)C(=O)c1ccccc1S2=O)N1CCCCC1 (stereo not given) | 5% |
| Cc1ccccc1NC(=O)COc1ncnc2ccc(Br)cc12 | 7% |
| NC(=O)COc1cccc(C(=O)N2C[C@H](CO)C[C@H](CN3CCCC3)C2)c1 | 10% |

Further entries.
KDM5B inh | molecule
? | COc1ccc2oc(=O)c(-c3ccc(OCC(=O)N4CCN(C(C)=O)CC4)cc3)cc2c1
19% | O=C(NCCc1noc(-c2ccncc2)n1)C1CCOC1 (stereo not given)
14% | NC(=O)[C@@H]1CN(C(=O)c2cnccn2)C[C@H]1COc1ccccc1
? | CC(C)NC(=O)N1CCCC1c1nnc2n1CCNC2 (stereo not given)
7% | CCCCOc1ccccc1C(=O)N(Cc1cccc(F)c1)C1CCS(=O)(=O)C1 (stereo not given)
79µM* | Cn1nc(C2CCNC2)c2c(C(=O)NCc3ccc(F)cc3)cc(C3CC3)nc21 (stereo not given)
14% | COc1cc(OC)c(NC(=O)CSc2nccn2C)cc1Cl
? | Cc1ncc2n1C(=O)N(C1CCN(Cc3ccccc3)CC1)C2
7% | Cc1ccc(-c2cc(Cc3ccc(N(C)C)cc3)c(=O)[nH]n2)cc1
-24% | CC(C)=CC(=O)N1C[C@@H](NC(=O)NC2CCCCC2)C[C@H]1C(=O)N[C@H](Cc1c[nH]c2ccccc12)C(N)=O
4% | COc1cccc(CNC(=O)c2cc3n(n2)CC(c2ccc(Cl)cc2)OC3)c1 (stereo not given)
17% | Cc1ccc(C)c(C(=O)C(C)n2cnc3c2c(=O)n(C)c(=O)n3C)c1 (stereo not given)
1% | Cc1cc(S(=O)(=O)N2CCCc3ccccc32)ccc1-n1cnnn1
? | O=C(Cc1ccc(F)cc1)NCc1nnc2ccc(-c3ccc(Cl)cc3)nn12
16% | COc1ccccc1-c1nc(SCC(=O)NCc2ccc(C)cc2)c2c(=O)n(C)c(=O)n(C)c2n1
-18% | CC(=O)Nc1ccc(CN2CCc3nc(C4CC4)nc(-c4ccc(O)cc4)c3CC2)cc1
? | Cc1noc(C)c1-c1cc(-c2cccc(O)c2)cn2cncc12
-11% | O=C(c1cc(-c2ccc(O)cc2)on1)N1CCOCC1
? | COc1cccc(-c2cc(C(=O)N[C@@H](C)C(N)=O)[nH]n2)c1
1% | CC(NC(=O)CCc1cccs1)C1CCCO1 (stereo not given)
16% | CCNC(=O)[C@@H]1C[C@H](NC(=O)CO)CN1CC(=O)NCc1cccs1
-13% | CC(=O)c1ccc(NC(=O)Cn2cnc3nc4c(cc3c2=O)CC(C)CC4)cc1 (stereo not given)
8% | CCCCn1c2ccc(F)cc2c2nnc(SCCN(CC)CC)nc21
-25% | Fc1ccc(CN2CCc3nc(Nc4ccccc4)ncc3C2)cc1F
17% | CC(C)Cn1c(CN2CCC(Cc3ccccc3)CC2)nc2c1c(=O)n(C)c(=O)n2C

Already shown: an excerpt of the list.
KDM5B inh | molecule
-24% | CC(C)=CC(=O)N1C[C@@H](NC(=O)NC2CCCCC2)C[C@H]1C(=O)N[C@H](Cc1c[nH]c2ccccc12)C(N)=O
4% | COc1cccc(CNC(=O)c2cc3n(n2)CC(c2ccc(Cl)cc2)OC3)c1 (stereo not given)
